FBW7 act = FBW7 E3 ligase activators, primary screen, biochemical, AlphaScreen, human; AlphaScreen FBW7–phospho-cyclin E peptide binding, activator screen; normalized activity (activation), % at 26.1 µM; actives 0.13% (n = 650,000); F-box/WD repeat-containing protein 7 (Homo sapiens), Q969H0; AID 1259310, 2017; in the data active = normalized activity above about 1.9%;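 also: purified mutant Fbw7 with reduced substrate affinity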
GPR151 activ = activators of human GPR151, primary screen, cell-based, PathHunter beta-arrestin, luminescence; G-protein coupled receptor 151 (Homo sapiens), Q8TDV0; PathHunter beta-arrestin GPR151 cells; activation, % at 11.2 µM; actives 1% (n = 650,000); AID 1508602, 2020; in the data active = activation above about 4.9%;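 also: 0% = median of compound wells and 100% = cells with positive control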
Target sequence (Q8TDV0 whole entry, looked up): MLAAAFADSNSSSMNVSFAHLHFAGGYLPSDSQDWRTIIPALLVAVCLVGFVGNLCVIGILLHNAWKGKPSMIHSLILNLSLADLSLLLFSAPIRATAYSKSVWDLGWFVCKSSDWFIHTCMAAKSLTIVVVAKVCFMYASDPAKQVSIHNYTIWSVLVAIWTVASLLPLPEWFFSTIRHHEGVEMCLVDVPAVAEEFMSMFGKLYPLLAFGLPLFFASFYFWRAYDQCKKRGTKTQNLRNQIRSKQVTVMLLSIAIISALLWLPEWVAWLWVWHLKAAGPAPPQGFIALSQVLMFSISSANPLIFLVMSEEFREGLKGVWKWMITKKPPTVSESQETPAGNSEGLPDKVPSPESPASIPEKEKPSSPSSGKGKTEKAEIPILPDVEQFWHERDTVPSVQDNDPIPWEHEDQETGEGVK
MITF inh = MITF inhibitors, primary screen, biochemical, AlphaScreen, human; AID 1259374, 2018; AlphaScreen MITF homodimerization, bead proximity signal; Microphthalmia-associated transcription factor (Homo sapiens), O75030; actives 0.91% (n = 650,000); inhibition, % at 2.6 µM; in the data active = inhibition above about 50%;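 also: 0% = vehicle wells with protein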
Target sequence (O75030 whole entry, looked up): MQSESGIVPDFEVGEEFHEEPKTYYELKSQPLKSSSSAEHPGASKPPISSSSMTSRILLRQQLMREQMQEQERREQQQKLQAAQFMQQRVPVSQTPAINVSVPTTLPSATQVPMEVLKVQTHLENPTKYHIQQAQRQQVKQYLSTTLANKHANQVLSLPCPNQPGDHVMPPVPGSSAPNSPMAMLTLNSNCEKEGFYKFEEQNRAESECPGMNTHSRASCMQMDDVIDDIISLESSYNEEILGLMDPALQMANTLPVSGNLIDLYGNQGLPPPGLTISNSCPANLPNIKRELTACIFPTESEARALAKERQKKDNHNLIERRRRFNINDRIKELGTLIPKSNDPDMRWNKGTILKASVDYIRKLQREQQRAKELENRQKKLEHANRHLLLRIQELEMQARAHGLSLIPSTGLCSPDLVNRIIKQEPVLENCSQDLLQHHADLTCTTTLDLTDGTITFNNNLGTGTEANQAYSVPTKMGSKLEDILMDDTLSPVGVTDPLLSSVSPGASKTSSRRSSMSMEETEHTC
TEAD-YAP inh = TEAD-YAP interaction inhibition, primary screen, TEAD-YAP interaction inhibitor project, luminescence, HEK-TIYL cells; TEAD-Gal4/YAP UAS-luciferase luminescence; inhibition, % at 9.12 µM; actives 1.4% (n = 640,000); AID 1259422, 2018; in the data active = inhibition above about 32%;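 also: 0% = median of test compound wells and 100% = reference inhibitor wells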
* = called active by the depositor.

nr | mol | TEAD-YAP inh | MITF inh | GPR151 activ | FBW7 act
1 | COc1ccc(N2CC(NC(=O)NC(C)(C)CO)CC2=O)cc1OC (stereo not given) | 10 | -5 | 1.3 | 0.0
2 | Cc1cc(Nc2ccc(N3CCOCC3)cc2)nc(-c2cccc(N)c2)n1 | -20 | 3 | -0.1 | -0.2
3 | CCc1cccc(NC(=O)C(CC(C)C)NS(=O)(=O)c2ccc3c(c2)oc(=O)n3C)c1 (stereo not given) | -2 | -10 | 1.8 | 0.0
4 | O=C(O)c1[nH]c2ccc(Br)cc2c1CCN1C(=O)c2ccccc2C1=O | 0 | -3 | 0.7 | -0.2
5 | CCCN1CCN(c2ncnc3sc(C(=O)Nc4ccccc4C(F)(F)F)c(C)c23)CC1 | -14 | 6 | 0.3 | 0.5
6 | CCN(CC)S(=O)(=O)c1ccc2nnn(OCc3ccc(C#N)cc3)c2c1 | -7 | -3 | -0.2 | -0.1
7 | CCC(C)NC(=O)C1(C)CC1(Br)Br (stereo not given) | -8 | -4 | 0.1 | -0.1
8 | O=C(Nc1ncc(S(=O)(=O)c2ccc([N+](=O)[O-])cc2)s1)c1ccc(-c2ccccc2)cc1 | 3 | 6 | -1.2 | 0.1
9 | CCOc1ccc(OCCN2CCN(C)CC2)cc1 | -9 | 44 | -0.7 | 0.0
10 | CCOC(=O)Cn1c(=O)oc2cc(S(=O)(=O)NCCCc3ccccc3)ccc21 | 1 | 3 | -1.7 | -0.2
11 | CCCCOc1ccc(-c2nc(C=Nc3ccc(I)cc3C(=O)OC)c(O)o2)cc1 | -3 | 11 | 0.0 | 0.6
12 | CC1CN(c2ccccc2)C(c2ccccc2)N1c1ccccc1 (stereo not given) | 3 | -5 | 0.8 | -0.1
13 | COc1ccc(CN2CCNC(=O)C2CC(=O)N(C)Cc2cn(C)nc2C)cc1OC (stereo not given) | 8 | 2 | -0.3 | 0.0
14 | COc1ccc2[nH]c(CN3CCN(CC=C(C)C)C(CCO)C3)c(C)c2c1 (stereo not given) | -1 | 7 | -0.9 | -0.1
15 | O=S(=O)(O)c1ccc(N=NNc2ccc(Br)cc2)cc1 | -19 | -6 | -1.9 | -0.1
16 | O=C(CCn1c(=O)c2cccn2c2cccnc21)NC1CCCCC1 | -2 | 3 | 0.4 | 0.3
17 | COC(=O)c1cccc(-n2ncc3cc(Nc4ccccc4)ccc32)c1 | -25 | -14 | 3.0 | 0.2
18 | O=S1(=O)CCN(Cc2cc3ccccc3s2)CC1 | -10 | -14 | -0.7 | 0.2
19 | N#C/C(=C/c1ccccc1F)C(=O)Nc1cccc(Br)c1 | 0 | 0 | -0.7 | -0.2
20 | CCOC(=O)CN(Cc1cccs1)S(=O)(=O)c1ccc(Cl)cc1 | -3 | -10 | 0.6 | 0.0
21 | COC(=O)C1=CN(C(C)C)C=C(C(=O)OC)C1c1ccc(O)cc1 | -1 | -11 | 3.1 | -0.1
22 | Cc1cc(Cl)ccc1NC(=O)/C(=C/c1cccc([N+](=O)[O-])c1)NC(=O)c1ccc(F)cc1Cl | 2 | -10 | 1.2 | -0.2
23 | CC(C)S(=O)(=O)N1CC[C@@H]2[C@H](CCCN2C(=O)c2cn3ccsc3n2)C1 | -6 | 0 | -0.8 | 0.0
24 | CC(=O)c1cccc(NC(=O)C(Cl)Cl)c1 | 13 | 5 | -1.0 | 0.1
25 | O=C(O)c1cc(-c2ccc(Cl)c(Cl)c2)nc2ccccc12 | -24 | -4 | 1.2 | 0.0
26 | CCN1C(=O)/C(=C/c2cn(CC(=O)OC)c3ccccc23)C(=O)NC1=S | 4 | -2 | -0.3 | 0.9
27 | CC(=O)Oc1ccc(-c2csc(Nc3ccccc3[N+](=O)[O-])n2)cc1 | -6 | 17 | 2.1 | -0.1
28 | COc1cccc(C2=NC(c3ccccc3OC)NC(c3ccccc3O)C2)c1 (stereo not given) | -53 | -8 | -0.9 | -0.2
29 | O=[N+]([O-])c1cc(/C=N/NS(=O)(=O)c2ccccc2)c(O)c([N+](=O)[O-])c1 | 5 | 21 | 2.0 | -0.2
30 | CCOc1ccc(/C=C/C(=O)NC(C)CC)cc1 (stereo not given) | -27 | 28 | -1.3 | 0.0
31 | O=Cc1ccc(-c2nc3c4ccccc4ccn3c2C=O)o1 | -8 | 2 | -1.3 | 0.2
32 | COc1cccc(OC)c1OCCNCC1CCCO1 (stereo not given) | -12 | 48 | 1.3 | -0.2
33 | O=C1C2C3C=CC(C3)C2C(=O)N1Cc1ccc2c(c1)OCO2 (stereo not given) | -2 | 12 | -2.4 | -0.1
34 | O=C(/C=C/c1c(F)cccc1Cl)Nc1ccncc1 | -47 | 13 | -0.1 | -0.1
35 | CCOc1ccc(S(=O)(=O)N(CC(=O)N2CCC(C)CC2)c2ccccc2)cc1 | -2 | 5 | 0.1 | 0.0
36 | COc1ccc(N2CCN(C(=O)c3ccc(S(=O)(=O)c4ccc(F)cc4)c([N+](=O)[O-])c3)CC2)cc1 | -7 | 6 | 0.4 | 0.1
37 | COc1ccc(Nc2cn[nH]c(=O)n2)cc1 | 1 | 11 | 0.2 | -0.1
38 | COc1ccc(/C=C(/NC(=O)c2ccc(Br)o2)C(=O)Nc2ccccc2)cc1 | -3 | 10 | -1.7 | -0.1
39 | O=C(O)CC1(CC(=O)Nc2ccc(F)c(Cl)c2)CCCCC1 | 0 | -1 | -0.8 | 0.0
40 | N/C(=N\OC(=O)Oc1ccccc1)c1ccc(Cl)cc1 | 1 | 14 | -1.2 | 0.0
41 | O=C(N/N=C/c1ccncc1)c1cc(-c2ccc3c4c(cccc24)CC3)n[nH]1 | -24 | 8 | 0.1 | -0.3
42 | Cc1ccccc1C(=O)Nc1nncs1 | -11 | 8 | 0.2 | 0.4
43 | CC(CCn1cccn1)NC(=O)c1cc(COc2ccc(F)cc2Cl)on1 (stereo not given) | 3 | 4 | 2.0 | 0.0
44 | O=C(O)C1CCN(C(=O)/C=C/c2ccccc2)CC1 | -51 | 8 | 0.8 | -0.1
45 | O=C(NC(=S)Nc1ccc(Br)cc1)c1cccs1 | -14 | 0 | -0.3 | -0.2
46 | CNCC1CCN(c2ccccc2)c2ccccc21 (stereo not given) | -5 | 3 | 1.4 | -0.2
47 | CCOc1ccc(NC(=S)N/N=C(\C)c2ccc3c(c2)OCCO3)cc1 | -9 | 3 | 4.1 | -0.3
48 | CCCn1c(O)c(C=Nc2ccccc2C(=O)Nc2ccc(C)cc2)c(=O)[nH]c1=S | -60 | 17 | 1.0 | 0.3
49 | Nc1cc([N+](=O)[O-])cc([N+](=O)[O-])c1CCO | -15 | 9 | 0.6 | 0.3
50 | O=C1CCCN1c1ccc(S(=O)(=O)Nc2cccc(C(F)(F)F)c2)cc1[N+](=O)[O-] | 6 | -10 | -1.0 | 0.1
51 | Cc1c(C(=O)N2CCCCCC2)oc2ccccc12 | -6 | -3 | -0.2 | -0.1
52 | COc1cc(C(=O)NCCC(=O)NCc2ccco2)cc(OC)c1OC | 1 | 4 | -1.4 | 0.1
53 | COc1ccc(CC(=O)N2CCC(C(=O)NC(c3ccccn3)c3cccs3)CC2)cc1 (stereo not given) | 0 | -9 | 0.0 | -0.7
54 | O=C(CCn1nc(-c2ccc(Cl)cc2)c2ccccc2c1=O)N1CCCCC1 | 8 | 12 | -0.8 | 0.0
55 | COC(=O)c1ccc(CN2CCC(N(C)CCc3c(C)n[nH]c3C)CCC2=O)cc1 (stereo not given) | 1 | 7 | 0.3 | 0.1
56 | COc1cc(/C=c2\sc3nc4ccccc4n3c2=O)ccc1OCc1cccc(F)c1 | 0 | -4 | 4.8 | -0.1
57 | c1ccc2sc(NC3=NCN(CC4CCCO4)CN3)nc2c1 (stereo not given) | -19 | 2 | 2.0 | 0.0
58 | COC(=O)C1=C(O)/C(=C\c2ccc(F)cc2)N=C1C | 6 | -6 | 8.6* | 0.1
59 | COc1cccc(C2CC(c3cccs3)=NN2C(=O)CSc2nnc(CNC(=O)c3ccco3)n2-c2ccc(F)cc2)c1OC (stereo not given) | 2 | 0 | 0.9 | -0.2
60 | O=C1NCCN(CCc2ccccc2)C1CC(=O)N(CCO)Cc1ccccc1 (stereo not given) | -9 | 4 | 1.3 | -0.2

New compounds follow
nr | mol | TEAD-YAP inh | MITF inh | GPR151 activ | FBW7 act
61 | C/C(=C\c1ccco1)CN1CCc2nnc(CNC(=O)COc3ccccc3)n2CC1 | -10 | 11 | 0.2 | 0.0
62 | CC(C)C(=O)NC(C)c1nnc2n1CCN(Cc1ccccc1-c1ccco1)CC2 (stereo not given) | 7 | 13 | -1.0 | -0.2
63 | Cc1[nH]c(C(=O)NCCCN2CC(C)CC(C)C2)c(C)c1C(=O)NC1CCCCC1 (stereo not given) | 4 | 0 | 0.1 | -0.2
64 | O[C@H](c1ccc(F)cc1)[C@H]1CCCNC1 | -4 | 1 | 0.5 | -0.1
65 | COc1ccc(C2N(c3nccs3)C(=O)C3CCCN32)cc1 (stereo not given) | -3 | -4 | 1.7 | 0.0
66 | COc1ccccc1C(=O)NC(=O)COC(=O)c1nccnc1N | 0 | 7 | 0.1 | -0.2
67 | CN(C)S(=O)(=O)c1ccc(NC=C(C#N)C#N)cc1 | -6 | 3 | -1.3 | 0.1
68 | CCN1CC(CN(C)Cc2nc(-c3ccc(OC)c(OC)c3OC)no2)CC1=O (stereo not given) | -9 | 15 | -1.1 | 0.3
69 | Cc1cccc(N2C(=O)NC(=O)/C(=C\c3ccc(-c4ccccc4C(=O)O)o3)C2=O)c1 | -1 | 7 | 0.2 | 1.7
70 | CCc1nnc(NC(=O)COC(=O)CSc2nc(-c3ccccc3)cc(-c3ccccc3)n2)s1 | -6 | 1 | 1.8 | -0.1
71 | CC(=O)c1cccc(NC(=O)c2cc3cc4c5c(c3oc2=N)CCCN5CCC4)c1 | 9 | -4 | 2.1 | 0.1
72 | O=C(c1ccc2ccccc2c1)N1CCN(c2ccc([N+](=O)[O-])cc2)CC1 | -1 | 8 | -0.1 | 0.1
73 | Cn1c(CN)nnc1SCc1ccccc1 | 10 | 5 | 0.3 | -0.6
74 | CC1=C(C(=O)OCc2ccccc2)C(c2ccc(F)c(F)c2)C2=C(CCCC2=O)N1 (stereo not given) | -6 | 2 | 0.5 | 0.2
75 | CC(=O)c1ccc(NCN2C(=O)CCC2=O)cc1 | 2 | 6 | -0.5 | 0.4
76 | Cc1cccc(NC(=O)C2CCCN2C(=O)OCC(C)C)c1 (stereo not given) | -2 | 5 | -1.1 | 0.0
77 | Cc1ccccc1C1=N/C(=C\c2cc(Br)cs2)C(=O)O1 | -3 | 29 | -1.2 | 0.1
78 | O=[N+]([O-])c1ccc(N2CCC(O)CC2)nc1 | 1 | -23 | -1.3 | -0.1
79 | O=C(Nc1nc2ccc([N+](=O)[O-])cc2s1)c1ccc(Oc2ccccc2)cc1 | -7 | 4 | 1.0 | -0.1
80 | COc1cccc(C2CC(=O)Nc3c2cc(Br)c2ccccc32)c1OC (stereo not given) | -2 | -4 | 0.9 | 0.0
81 | Cn1c(=O)n(C)c2cc(/C=C3\C(=O)NC(=O)N(c4ccc(Cl)cc4)C3=O)ccc21 | 0 | -1 | 2.5 | -0.1
82 | CN(C)C(CNCC(=O)Nc1ccc2c(c1)CCC2)c1ccccc1 (stereo not given) | -2 | 46 | -1.5 | -0.4
83 | COc1ccc(Cn2c(=S)[nH]c3cc(C(=O)Nc4ccc(C)c(F)c4)ccc3c2=O)cc1 | -8 | 8 | -2.2 | 1.5
84 | O=C(c1ccncc1)N1CCC(O)(c2ccccn2)CC1 | -6 | -10 | 0.0 | -0.1
85 | CSc1cccc(NC(=O)N2CCCC(N3CCN(c4ccccc4)CC3)C2)c1 (stereo not given) | 16 | 7 | -1.7 | 0.1
86 | CCOC(=O)c1c(NC(=O)CSc2nnc(CNC(=O)c3ccco3)n2-c2ccccc2OC)sc2c1CCC2 | 14 | -1 | -0.8 | 0.0
87 | Cc1cc(=O)n2c(C(=O)Nc3ccccc3C)c(C(=O)Nc3cccc(C)c3C)sc2n1 | -2 | 8 | 3.1 | 0.0
88 | CCOC(=O)N1CCC(Nc2ncnc3c2cnn3-c2ccc(Cl)cc2)CC1 | -1 | 14 | 0.5 | 0.0
89 | Cc1cc2c(c(-c3nc4ccccc4s3)c1)OC(CNC(=O)[C@@H]1CCC(=O)N1)C2 (stereo not given in full) | 3 | 2 | 0.7 | -0.1
90 | N#C/C(=C\c1ccco1)C(=O)Nc1ccc(C(=O)O)cc1 | -6 | 8 | -1.8 | 0.0
91 | CCOC(=O)C1CCN(C(=O)c2cc3c(C)nn(-c4ccccc4)c3s2)CC1 | -4 | 1 | -0.5 | 0.1
92 | COCCOC(=O)c1sc(=S)n(CCOC)c1N | -1 | -3 | 1.7 | 0.0
93 | COC(=O)c1c(-c2ccccc2)csc1NC(=O)Cc1cccs1 | -17 | -5 | 0.1 | 0.5
94 | Cn1c(=O)c2c(nc3n(-c4ccc(O)cc4)c(-c4ccc(Br)cc4)cn23)n(C)c1=O | -6 | -5 | 0.7 | -0.1
95 | C[C@H](NC(=O)c1ccc(Cl)cc1)C(=O)OCC(=O)NC(C)(C)C | -7 | 5 | -0.2 | 0.1
96 | O=C1CN(C(=O)c2ccccc2)c2ccccc2N1 | 0 | 7 | 2.4 | -0.1
97 | O=C(O)CCCCCN1C(=O)c2cccc3c(Br)ccc(c23)C1=O | -4 | 6 | 0.6 | -0.2
98 | O=C(CCCCl)Nc1nnc(-c2cccc([N+](=O)[O-])c2)s1 | -9 | -4 | 0.1 | -0.2
